Source: PubChem BioAssay (several laboratories)
TRPM1 prom inh – inhibitors of MITF-dependent TRPM1 promoter reporter, primary screen, cell-based, SK-MEL-5, single point, luciferase; SK-MEL-5 TRPM1 promoter luciferase, 24 h; inhibition, % at 12.5 µM; 330,000 compounds, 0.83% hits; AID 488899, 2010;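 active = mean inhibition across replicates of 60% or more, whatever share of single replicates reaches that level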; note: values of inactives mirror those of a sister screen read the other way
CF NFkB block – inhibitors of PAF-induced NF-kB signaling, primary screen, cell-based, GFP fluorescence, uHTS. 360,000 compounds, 0.86% hits. KKLEB NF-kB-GFP reporter, GFP fluorescence overnight. inhibition, % at 5 µM. AID 588850, 2011;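 active = at least 50% inhibition at 5 µM, scaled per plate between neutral and stimulator controls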;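 note: PAF is a Pseudomonas aeruginosa culture filtrate used as stimulus; plate controls were PAF-stimulated DMSO wells for no effect and unstimulated DMSO wells for full effect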
NR2E3 ag-1 – NR2E3 agonists in two-hybrid cells, primary screen, cell-based, luminescence, CHO-S, Gal4-NCOR/VP16-NR2E3. luciferase. inhibition of corepressor binding, % at 3.98 µM. 360,000 compounds, 0.35% hits. AID 602229, 2012;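 active = inhibition above the mean of all tested compounds plus 3 SD, cut at about 70% in these data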;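 note: 0% = DMSO with NR2E3 transfected cells and 100% = cells lacking NR2E3 construct; higher means lower luciferase signal from less NR2E3 corepressor binding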
Target sequence (Q9Y5X4 whole entry, looked up, the tested form may be a part): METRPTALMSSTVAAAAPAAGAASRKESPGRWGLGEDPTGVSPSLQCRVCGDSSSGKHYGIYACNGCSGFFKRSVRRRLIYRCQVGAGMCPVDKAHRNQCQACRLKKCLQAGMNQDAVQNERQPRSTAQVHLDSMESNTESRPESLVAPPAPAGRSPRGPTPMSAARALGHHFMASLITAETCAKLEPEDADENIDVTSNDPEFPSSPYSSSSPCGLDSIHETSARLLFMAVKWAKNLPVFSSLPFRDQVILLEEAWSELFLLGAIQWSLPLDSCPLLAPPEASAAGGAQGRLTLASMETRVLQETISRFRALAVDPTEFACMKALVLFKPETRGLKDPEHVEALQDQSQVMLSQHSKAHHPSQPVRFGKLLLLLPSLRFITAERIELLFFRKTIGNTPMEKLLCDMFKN
CaV13 FRET inh – Primary screen for inhibitors of IQ motif and Ca2+-dependent inactivation inhibitor domain binding in CACNA1D, Förster resonance energy transfer in living cells, …; AID 743397; 340,000 compounds, 0.098% hits; inhibition, % at 12.3 µM; HEK cells, CFP/YFP FRET ICDI-IQ, plate reader, 10 min; percent FRET-ratio fall versus neutral wells;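 active = mean replicate inhibition of at least 30% and at least 1% of replicates passing that level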;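 note: 0% = median of the neutral control wells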
Vif imaging – HIV Vif self-association inhibitors, primary screen, imaging, HEK293T, single point; HEK293T cells, Vif self-association by quenched fluorescence, 24 h; inhibition, % at 7.49 µM; 340,000 compounds, 0.35% hits; in the data active = inhibition above about 50%, passing the limit was not always enough; note: some results filed as inactive read as strong as hits
Shn3 3UTR inh – reduction of Shn3 3'UTR firefly luciferase signal, primary screen, Schnurri-3 inhibitor project, cell-based, Clone20 osteoblasts, set 2 | inhibition, % at 12.5 µM | Clone20 osteoblast Shn3 3'UTR firefly luciferase, 24 h | AID 588674, 2011 | 360,000 compounds, 0.52% hits;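 active = mean inhibition of at least 75% with every replicate also reaching 75%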;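 note: 0% = median of neutral control wells and 100% = pilot-screen positive control compound; some compounds past the cut are filed as inactive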
PDI inh – inhibitors of human PDI, primary screen, biochemical, turbidity, single point, plate reader. PDI insulin aggregation turbidity, A650, 90 min. inhibition, % at 10 µM. 350,000 compounds, 0.052% hits. AID 588391, 2011;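 active = mean inhibition across replicates of 30% or more, whatever share of single replicates reach that level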;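 note: absorbance from insulin aggregation driven by PDI reduction with DTT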
Target sequence (P07237 whole entry, looked up): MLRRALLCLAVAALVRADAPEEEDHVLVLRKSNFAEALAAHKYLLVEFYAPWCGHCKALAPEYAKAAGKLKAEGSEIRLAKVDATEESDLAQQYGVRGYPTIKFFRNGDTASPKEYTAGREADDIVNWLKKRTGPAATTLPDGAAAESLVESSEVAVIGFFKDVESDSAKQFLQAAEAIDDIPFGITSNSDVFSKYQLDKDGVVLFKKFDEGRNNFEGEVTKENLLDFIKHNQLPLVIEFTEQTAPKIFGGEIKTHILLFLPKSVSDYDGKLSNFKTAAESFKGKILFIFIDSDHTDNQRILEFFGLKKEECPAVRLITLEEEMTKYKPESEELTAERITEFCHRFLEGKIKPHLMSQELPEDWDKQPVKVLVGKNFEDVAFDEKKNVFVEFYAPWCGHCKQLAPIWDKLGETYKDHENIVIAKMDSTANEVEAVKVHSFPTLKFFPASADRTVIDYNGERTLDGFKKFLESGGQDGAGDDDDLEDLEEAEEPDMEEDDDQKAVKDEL
HIF-2a inh – HIF-2a reporter inhibitors, primary screen, luminescence, 786-0 RCC cells; 786-0 RCC cells HIF-2a reporter, luciferase luminescence, overnight; inhibition, % at 18.8 µM; 360,000 compounds, 0.72% hits; AID 624352, 2012;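 active = inhibition of the luminescence signal of 40% or more relative to plate controls, in a single-dose primary screen at 18.75 µM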
KKLEB cytotox – cytotoxicity in KKLEB CF airway cells, primary screen, cytotoxicity control for CF NF-kB inhibitor project, cell-based, uHTS, fluorescence assay plates | KKLEB CF airway cells viability, ATPlite luminescence, overnight; hits give low values; cells stimulated with P. aeruginosa culture filtrate | 360,000 compounds, 0.36% hits | AID 602141, 2011 | activity change (cytotoxicity), % at 5 µM;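 active = corrected activity change at or below -50% at 5 µM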
NR2E3 ag-2 – inhibitors of NR2E3-RetCOR corepressor binding, primary screen, NR2E3 agonist project, biochemical, TR-FRET, GST-NR2E3, biotin-RetCOR; Photoreceptor-specific nuclear receptor (Homo sapiens), Q9Y5X4; 1536-well; inhibition of corepressor binding, % at 4.78 µM; 320,000 compounds, 0.12% hits; AID 2300, 2010;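 active = percent inhibition above the cutoff of mean plus 3 SD of all tested compounds, set per screening campaign, cut at about 20% in these data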;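 note: 0% = DMSO wells and 100% = biotin wells as full block of FRET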
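Material: NR2E3–RetCOR corepressor complex / Incubation: Compound–protein incubation for 5 h at 4 °C / Dosing: compound at 4.8 µM, single dose / Detection: time-resolved FRET / Benchmarks: high control biotin, low control 0.6% DMSO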
Peg3 prom inh – Peg3 promoter-driven luciferase inhibitors, primary screen, cell-based, HeLa, luciferase luminescence; 360,000 compounds, 1.7% hits; HeLa PEG-Prom luciferase reporter, overnight; inhibition, % at 20 µM; AID 588405, 2011;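 active = inhibition of at least 50% at 20 µM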
* marks the source's active call; other numbers are inactive results; . = no result given.

1	CNc1nc(Sc2cccc(C(F)(F)F)c2)cc(C(F)(F)F)n1
2	O=C(/C=C/c1c(F)cccc1Cl)NCc1ccc2c(c1)OCO2
3	COc1cc2c3nnc(-c4ccc(F)cc4)c-3cn(Cc3cccc(C)c3)c2cc1OC
4	CCOc1ccccc1N(CC(=O)NCc1ccncc1)S(=O)(=O)c1ccccc1
5	COc1cc(OC)cc(C(=O)OCC(=O)NCc2ccco2)c1
6	CCc1ccccc1NC(=O)C1CCN(C(=O)c2ccc([N+](=O)[O-])cc2)CC1
7	Cc1ccc2c(c1)N(Cc1ccc3c(c1)OCO3)C(=O)C(C)O2 (stereo unspecified)
8	O=C(Nc1ccccc1)C1Cc2c(-c3ccco3)ccnc2O1 (stereo unspecified)
assay / compound	1	2	3	4	5	6	7	8
TRPM1 prom inh	11	-4	.	15	6	-9	-17	.
CF NFkB block	12	-7	-72	-8	9	2	-8	23
NR2E3 ag-1	2	-23	-25	-17	8	-12	1	9
CaV13 FRET inh	-6	-6	-8	-5	-3	7	-7	-5
Vif imaging	4	-5	.	6	5	-3	.	1
Shn3 3UTR inh	17	3	26	-12	8	-13	-4	-1
PDI inh	-10	6	-5	-3	-4	-9	-2	-6
HIF-2a inh	15	-91	19	1	8	13	5	-26
KKLEB cytotox	-3	10	-77*	-18	4	-4	5	-33
NR2E3 ag-2	3	-2	7	3	0	0	2	.
Peg3 prom inh	2	-40	100*	8	8	7	7	-15

Rewritten with tabs: entries from further up
#	compound	TRPM1 prom inh	CF NFkB block	NR2E3 ag-1	CaV13 FRET inh	Vif imaging	Shn3 3UTR inh	PDI inh	HIF-2a inh	KKLEB cytotox	NR2E3 ag-2	Peg3 prom inh
1	CNc1nc(Sc2cccc(C(F)(F)F)c2)cc(C(F)(F)F)n1	11	12	2	-6	4	17	-10	15	-3	3	2
2	O=C(/C=C/c1c(F)cccc1Cl)NCc1ccc2c(c1)OCO2	-4	-7	-23	-6	-5	3	6	-91	10	-2	-40
3	COc1cc2c3nnc(-c4ccc(F)cc4)c-3cn(Cc3cccc(C)c3)c2cc1OC	.	-72	-25	-8	.	26	-5	19	-77*	7	100*
4	CCOc1ccccc1N(CC(=O)NCc1ccncc1)S(=O)(=O)c1ccccc1	15	-8	-17	-5	6	-12	-3	1	-18	3	8
5	COc1cc(OC)cc(C(=O)OCC(=O)NCc2ccco2)c1	6	9	8	-3	5	8	-4	8	4	0	8
6	CCc1ccccc1NC(=O)C1CCN(C(=O)c2ccc([N+](=O)[O-])cc2)CC1	-9	2	-12	7	-3	-13	-9	13	-4	0	7
7	Cc1ccc2c(c1)N(Cc1ccc3c(c1)OCO3)C(=O)C(C)O2 (stereo unspecified)	-17	-8	1	-7	.	-4	-2	5	5	2	7

Further structures:
9	Cc1[nH]c2ccccc2c1C(=O)CSc1ccc(F)cc1
10	CC(C)Cc1cc(CN2CCCC(CO)(Cc3cccc(Cl)c3)C2)[nH]n1 (stereo unspecified)
11	COC(=O)c1ccccc1NC(=O)COC(=O)/C=C/c1ccco1
12	CC1CCN(C(=O)c2ccccc2NC(=O)Nc2ccccc2)CC1
13	COc1ccccc1C(=O)NC1CC2CCCC(C1)N2Cc1ccccc1 (stereo unspecified)
14	CC(NC(=O)c1ccc(N(C)C)c([N+](=O)[O-])c1)c1ccc(-n2ccnc2)cc1 (stereo unspecified)
15	c1ccc2c(C3CCO3)cccc2c1 (stereo unspecified)
16	COc1ccc(NS(=O)(=O)c2cccc(C(=O)NN=Cc3ccc(OC)c(O)c3)c2)cc1
assay / compound	9	10	11	12	13	14	15	16
TRPM1 prom inh	-35	-3	-1	-5	.	4	-7	4
CF NFkB block	7	-17	-20	-7	-11	22	-6	-12
NR2E3 ag-1	-71	20	-22	-4	2	17	6	-12
CaV13 FRET inh	-5	-5	-1	-7	-10	-3	.	-6
Vif imaging	-1	1	-4	4	.	1	-9	6
Shn3 3UTR inh	-12	9	3	-1	-10	21	1	-10
PDI inh	-19	-3	1	-6	2	-8	-4	-1
HIF-2a inh	-142	18	3	-21	14	-4	17	10
KKLEB cytotox	7	-2	2	-10	1	-11	-1	-9
NR2E3 ag-2	9	1	5	2	.	2	4	.
Peg3 prom inh	-130	18	8	-7	0	-3	2	-14

17	CCOC(=O)c1sc(NC(=O)c2sccc2C)cc1C
18	COCC(C)NC(=S)NC(=O)c1cc(S(=O)(=O)N2CCOCC2)ccc1C (stereo unspecified)
19	CC(C)=CCN1CCN(Cc2cccn2-c2nccs2)CC1CCO (stereo unspecified)
20	Cc1nn2c3ccccc3n(C)c2nc1=O
21	O=C(NCCN1CCOCC1)c1c(Cl)cccc1Cl
22	Cn1c(SCC(=O)N2c3ccccc3Sc3ccc(Cl)cc32)nnc1-c1ccco1
23	CCc1nc2c(OCc3ccc(Cl)cc3Cl)cccn2c1N(C)C(C)=O
24	COC(=O)c1ccc(CNc2ccc(C(C)=O)cc2)cc1
assay / compound	17	18	19	20	21	22	23	24
TRPM1 prom inh	-34	14	-7	10	5	10	.	.
CF NFkB block	1	6	9	-4	-7	-22	-2	-43
NR2E3 ag-1	-175	-4	-8	-41	4	30	8	-20
CaV13 FRET inh	.	1	-15	-7	-20	-9	-10	-8
Vif imaging	-3	1	9	-10	-5	-2	-12	-3
Shn3 3UTR inh	-32	1	-4	-17	-3	4	1	-3
PDI inh	5	-2	-4	-10	-3	9	-9	.
HIF-2a inh	-243	-4	4	5	13	-12	-7	-61
KKLEB cytotox	-20	-20	12	6	6	10	9	17
NR2E3 ag-2	1	4	2	-1	0	1	.	.
Peg3 prom inh	-278	-8	-12	-5	10	21	12	-30

25	COc1ccc(S(=O)(=O)N(C)C)cc1NCC(=O)Nc1ccc(Br)cc1F
26	CCOc1ccc(NC(=O)c2cccnc2Cl)c([N+](=O)[O-])c1
27	O=C(NCc1ccccc1CN1CCCC1)c1ccc(OCc2cscn2)cc1
28	Cc1ccc(C(c2nnnn2CC2CCCO2)N2CCN(C)CC2)cc1 (stereo unspecified)
29	CCOC(=O)c1c(NC(=O)c2cccc([N+](=O)[O-])c2C(=O)O)sc2c1CCCC2
30	Cc1ccc(-c2nnc(SCC(=O)N3CCCc4ccccc43)n2N)cc1
31	O=C(COC(=O)c1ccc(F)cc1)NCCc1ccc(F)cc1
32	O=C(COC(=O)c1c[nH]c2ccccc12)Nc1ccc([N+](=O)[O-])cc1
assay / compound	25	26	27	28	29	30	31	32
TRPM1 prom inh	6	-12	-28	-3	-5	-1	-2	5
CF NFkB block	0	-11	7	10	-3	-11	-5	-21
NR2E3 ag-1	-22	-19	20	-2	-24	-10	-2	-24
CaV13 FRET inh	-1	-5	-2	-7	-17	-5	-3	-2
Vif imaging	-3	0	27	5	8	-4	-3	-2
Shn3 3UTR inh	27	5	-9	3	12	10	-20	-3
PDI inh	-4	15	-1	15	-3	-1	2	2
HIF-2a inh	7	-10	-6	4	16	2	7	8
KKLEB cytotox	6	-3	8	7	-13	11	-1	27
NR2E3 ag-2	1	2	5	0	1	1	-4	3
Peg3 prom inh	15	-26	-18	8	9	8	-1	-6

33	Cc1nc(N)sc1-c1csc(Nc2cccc(O)c2)n1
34	COc1ccc(Cl)cc1N(C(=O)c1ccco1)C(C(=O)NC1CCCC1)c1ccncc1 (stereo unspecified)
35	Cc1ccc(S(=O)(=O)N(C)C)cc1NC(=O)CN1C(=O)NC(Cc2c[nH]c3ccccc23)C1=O (stereo unspecified)
36	Cc1cccc(C(=O)C2CCN(S(=O)(=O)c3ccc(C(=O)O)cc3)CC2)c1
37	COc1ccc(NC(=O)C2C3C=CC4(O3)C2C(=O)N(CCN2CCCCC2)C4C(=O)NC2CCCCC2)cc1 (stereo unspecified)
38	CCOC(=O)CCCCCC(=O)Nc1ccc2c(c1)CC(=O)N([C@@H](C)CO)C[C@H](C)[C@@H](CN(C)C(=O)Nc1ccc3c(c1)OCO3)O2
39	CC1CC(C)CN(C(=O)C2CCCN(c3ncnc4c3nc3n4CCCCC3)C2)C1 (stereo unspecified)
40	CC1CCCC(C)N1C(=O)Nc1cccc(Cl)c1 (stereo unspecified)
assay / compound	33	34	35	36	37	38	39	40
TRPM1 prom inh	-33	3	7	-4	2	-17	4	13
CF NFkB block	21	2	-4	-2	-3	-11	13	10
NR2E3 ag-1	-34	10	-12	-22	-6	-16	-33	-1
CaV13 FRET inh	-7	-4	-2	-3	-7	-4	-2	-3
Vif imaging	0	-3	13	-6	-2	-5	-3	4
Shn3 3UTR inh	-49	13	4	-8	-4	-15	11	-7
PDI inh	4	-8	2	-3	-2	0	5	-6
HIF-2a inh	10	4	13	13	12	-2	16	11
KKLEB cytotox	-4	9	13	-4	0	6	-14	9
NR2E3 ag-2	-2	3	1	-3	4	.	-2	-1
Peg3 prom inh	-39	16	3	6	-3	-12	14	-2
